Screens (PubChem BioAssay)
PP5 inh: PP5 phosphatase inhibitors, primary screen, biochemical, fluorescence | inhibition, % at 6.7 µM | AID 1987, 2009 | purified PP5c, OMFP substrate fluorescence | 320,000 compounds, 0.18% hits | Serine/threonine-protein phosphatase 5 (Homo sapiens), P53041;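 active = inhibition above the campaign's mean inhibition across all tested compounds plus 3 SD, cut at about 9.5% in these data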;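 note: 0% = DMSO only and 100% = 100 µM cantharidin control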
CTSL1 counter: Fasciola hepatica cathepsin L1 inhibitors, primary screen, counter-screen for PFM18AAP inhibitor project, biochemical, QFRET, fluorogenic peptide substrate | 300,000 compounds, 0.49% hits | inhibition, % at 5.96 µM | AID 1906, 2009 | recombinant F. hepatica cathepsin L1, Z-Leu-Arg-MCA fluorescence;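 active = inhibition above the mean of all tested compounds plus 3 SD, set per screening campaign, cut at about 17% in these data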;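 note: 0% = plate median of test compound wells and 100% = 1 µM Z-Phe-Ala-diazomethylketone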
EBNA-1 inh: EBNA-1 DNA-binding inhibitors, primary screen, biochemical, fluorescence polarization; inhibition, % at 14.8 µM; 300,000 compounds, 0.34% hits; AID 1950, 2009; in the data active = inhibition above about 28%
Efflux pump mplx: inhibitors of Candida efflux pumps in yeast, primary screen, S. cerevisiae, Nile Red, multiplex | 330,000 compounds, 0.44% hits | inhibition, % at 10 µM | AID 485275, 2010 | S. cerevisiae Candida pump triplex;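 active = plate passing quality check with inhibition over a set limit, or well fluorescence over plate mean plus 4 SD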;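 note: Nile Red retained in pooled yeast measured as flow cytometry median fluorescence; 0% = buffer negative control and 100% = Enniatin B positive control; higher means more Nile Red kept so more efflux inhibition; some compounds called inactive have numbers as strong as hits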
TPT1 inhibitor: Candida albicans TPT1 enzyme inhibitors, primary screen, biochemical, fluorescence polarization. inhibition, % at 5 µM. AID 1962, 2009. tRNA 2'-phosphotransferase TPT1 (Candida albicans SC5314). recombinant caTPT1, FP RNA substrate dephosphorylation. 300,000 compounds, 0.81% hits;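 active = inhibition above the mean of all tested compounds plus 3 SD, set per screening campaign, cut at about 24% in these data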;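 note: plate controls were DMSO alone for no effect and ferristatin control at 100 nM for full effect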
PP1 inh: PP1-alpha phosphatase inhibitors, primary screen, counter-screen for PP5 inhibitor project, biochemical, fluorescence, OMFP substrate, single point. Serine/threonine-protein phosphatase PP1-alpha catalytic subunit (Homo sapiens), P62136. purified PP1alpha. inhibition, % at 6.7 µM. 320,000 compounds, 0.9% hits. AID 2235, 2010;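 active = inhibition above the mean inhibition of all tested compounds plus 3 SD, computed separately for each screening campaign, cut at about 15% in these data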
PREPL inhibitor: PREPL enzyme inhibitors, primary screen, biochemical, fluorescence polarization | Prolyl endopeptidase-like (Homo sapiens), Q4J6C6 | recombinant PREPL, fluorescence polarization activity-based probe | inhibition, % at 5.96 µM | 320,000 compounds, 0.68% hits | AID 2751, 2010; in the data active = inhibition above about 43%;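 note: 0% = enzyme with DMSO and 100% = wells lacking enzyme; many of its hits are not listed in these tables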
Target sequence (Q4J6C6 whole entry, looked up): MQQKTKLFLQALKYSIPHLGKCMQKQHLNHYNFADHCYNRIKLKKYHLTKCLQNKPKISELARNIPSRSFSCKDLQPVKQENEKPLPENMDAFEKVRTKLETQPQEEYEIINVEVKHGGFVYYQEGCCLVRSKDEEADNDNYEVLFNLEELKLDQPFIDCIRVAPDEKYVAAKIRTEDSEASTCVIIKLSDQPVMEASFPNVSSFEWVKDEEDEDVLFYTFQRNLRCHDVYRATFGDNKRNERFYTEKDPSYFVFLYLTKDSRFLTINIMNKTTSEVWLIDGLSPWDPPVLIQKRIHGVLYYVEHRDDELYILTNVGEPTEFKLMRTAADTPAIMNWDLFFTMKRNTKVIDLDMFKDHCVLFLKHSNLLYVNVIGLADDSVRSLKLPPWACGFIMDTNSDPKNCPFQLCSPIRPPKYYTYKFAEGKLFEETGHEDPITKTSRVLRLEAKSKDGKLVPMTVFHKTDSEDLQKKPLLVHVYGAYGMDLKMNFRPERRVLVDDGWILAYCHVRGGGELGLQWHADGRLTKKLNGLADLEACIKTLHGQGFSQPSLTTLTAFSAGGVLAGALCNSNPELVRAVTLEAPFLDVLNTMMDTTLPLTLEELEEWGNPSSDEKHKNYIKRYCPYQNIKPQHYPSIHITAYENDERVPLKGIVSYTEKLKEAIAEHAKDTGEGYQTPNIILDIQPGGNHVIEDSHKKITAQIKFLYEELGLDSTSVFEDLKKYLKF
HCV core dimer: inhibitors of HCV core protein dimerization, primary screen, biochemical, TR-FRET, high-throughput | TR-FRET GST/Flag-core106 dimerization, 1536-well | inhibition, % at 5 µM | 300,000 compounds, 0.33% hits | AID 1899, 2009;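 active = inhibition above the mean of all tested compounds plus 3 SD, set per screening campaign, cut at about 45% in these data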
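System – GST-tagged and Flag-tagged HCV core protein residues 1-106 · Repeats – one well for each compound · Technique – TR-FRET 671 and 617 nm emission · Doses – one concentration, 5 µM, in 0.5% DMSO · Times – 4 h, 22.5 °C incubation · Also added – Eu donor and XL665 acceptor anti-tag antibodies · Measure – percent inhibition of core106 dimerization signal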
ZTA DNA inh: counter-screen for EBNA-1 inhibitors: inhibitors of Epstein-Barr virus ZTA; inhibition, % at 11 µM; 320,000 compounds, 0.15% hits; ZTA-DNA binding, fluorescence polarization; in the data active = inhibition above about 33%
Target sequence (P03206 whole entry, looked up): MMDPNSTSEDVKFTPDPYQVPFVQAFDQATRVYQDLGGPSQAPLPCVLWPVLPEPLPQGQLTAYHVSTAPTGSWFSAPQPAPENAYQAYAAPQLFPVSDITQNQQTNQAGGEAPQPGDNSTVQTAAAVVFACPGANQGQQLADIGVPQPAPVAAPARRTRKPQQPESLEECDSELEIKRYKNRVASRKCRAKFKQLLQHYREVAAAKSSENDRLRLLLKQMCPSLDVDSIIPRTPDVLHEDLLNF
An asterisk follows results filed as active; / = no result given. These rows are one share of the data, so the mix of outcomes need not match the whole.

Sequence of screens – PP5 inh | CTSL1 counter | EBNA-1 inh | Efflux pump mplx | TPT1 inhibitor | PP1 inh | PREPL inhibitor | HCV core dimer | ZTA DNA inh
1: COc1ccc(-n2cccc2/C=C/[N+](=O)[O-])cc1
→ -1.4 | -4 | 12 | 0.1 | 5 | 3 | 2 | 36 | 24
2: COc1ccc(OC)c(CCNC(=O)CN2C(=O)CCSc3ccccc32)c1
→ -1.0 | -4 | 13 | -0.1 | -2 | 0 | 5 | -3 | 9
3: Cc1cccc(C(=O)N(NC(=O)Oc2ccccc2)C(C)(C)C)c1
→ 2.5 | -2 | 3 | 0.0 | 3 | -4 | 1 | 4 | 8
4: O=C(CCN1C(=O)/C(=C/c2ccccc2)SC1=S)Nc1cccnc1
→ 0.1 | -2 | -13 | 0.0 | -2 | 0 | -11 | 8 | 15
5: COC(=O)c1cccc(C(=O)Oc2cccc(Br)c2)n1
→ -5.0 | 0 | -4 | 0.0 | -5 | -2 | 8 | 2 | -29
6: COc1ccc(CN(CCCN2CCOCC2)C(=O)Nc2ccccc2)cc1OC
→ -0.5 | 10 | 8 | 0.6 | 3 | -3 | 6 | 4 | 9
7: Cc1ccc(CNC(=O)c2cn(C)c(=O)c3c2c2ccccc2n3C)o1
→ 0.5 | 8 | 6 | 0.1 | -1 | -4 | 3 | 1 | 9
8: O=C(NC1CSCC1OC(=O)c1ccccc1)c1ccccc1 (stereo not drawn)
→ 0.0 | 0 | 1 | 0.0 | -2 | 1 | -20 | 4 | -1
9: CC(C(=O)Nc1ccc2c(c1)OCCO2)N1CCN(C(=O)c2ccco2)CC1 (stereo not drawn)
→ 0.1 | -4 | 3 | -0.1 | -4 | -2 | 4 | 0 | -2
10: C[N+]12CCCCC1[C@@H](CO)CCC2 (stereo partly drawn)
→ -2.5 | -3 | -4 | 0.0 | -1 | -2 | -4 | -2 | -2
11: Cc1cccc(C2N(c3nccs3)C(=O)C3CCCN32)c1 (stereo not drawn)
→ 3.5 | 2 | -4 | 0.0 | 5 | -4 | -5 | -4 | 1
12: Cn1c2c(c(=O)n(C)c1=O)[C@@H]1c3c(ccc4ccccc34)OC[C@@H]1CO2
→ 1.2 | -1 | -8 | 0.1 | -2 | -6 | 9 | -1 | 12
13: CC(=O)[C@@H]1[C@@H]2C(=O)N(c3ccc(F)c(Cl)c3)C(=O)[C@@H]2C2c3ccccc3C=CN21 (stereo partly drawn)
→ 4.2 | 2 | -2 | 0.1 | 3 | 3 | -1 | 32 | -6
14: CCc1cc2cc(C(=O)Nc3ccccc3F)sc2s1
→ 3.3 | 0 | 0 | 0.0 | 3 | -1 | 2 | 10 | -1
15: O=C(O)c1ccc(N/N=C/c2ccc3c(c2)OCO3)cc1
→ 2.9 | 5 | -10 | 0.1 | 1 | -3 | -5 | -24 | -3
16: COc1ccc(Sc2ncnc3onc(C)c23)cc1
→ 0.1 | -4 | -24 | 0.3 | 2 | 2 | 13 | 0 | 5
17: CCc1ccc(C(=O)COC(=O)C(Cc2ccccc2)NC(=O)C2CCC(C)CC2)cc1 (stereo not drawn)
→ 1.4 | 4 | -2 | -0.2 | 4 | -5 | -2 | 13 | 6
18: Cc1cc(NC(=O)c2ccc(F)cc2)ccc1NC(=O)c1ccco1
→ 2.8 | 1 | -15 | -0.2 | 3 | 4 | 4 | -2 | 1
19: Cn1c(/C=C/c2ccc(Cl)cc2Cl)c([N+](=O)[O-])c(=O)n(C)c1=O
→ -0.5 | 7 | -7 | 0.4 | -6 | -5 | 8 | -3 | -7
20: CN(C(=O)c1ccc2c(c1)S(=O)(=O)N=C1CCCCCN12)c1ccccc1
→ 0.8 | 4 | -3 | 0.3 | 0 | -3 | 2 | -2 | -2
21: COc1cc(OC)cc(C(C(=O)NC2CCCCC2)N(C(=O)c2ccno2)c2ccccc2)c1 (stereo not drawn)
→ -0.3 | 0 | -10 | -0.1 | 3 | 2 | 13 | 20 | 5
22: COC(=O)c1ccc(CSc2nnc3c(Cl)cc(Cl)cn23)o1
→ 1.3 | 0 | 1 | 0.0 | -2 | 2 | 0 | 8 | 11
23: COc1ccc(N2C(=O)CC(N(Cc3ccc(S(N)(=O)=O)cc3)C(C)=O)C2=O)cc1 (stereo not drawn)
→ 2.6 | -1 | -2 | 0.0 | 0 | 4 | -10 | -14 | 7
24: CCOC(=O)C1/C(=N\O)CC(C)(O)C(C(=O)OCC)C1c1ccc(OC)c(OC)c1 (stereo not drawn)
→ 3.2 | -2 | -1 | 0.1 | -1 | 6 | 6 | 2 | -2
25: NS(=O)(=O)c1cccc(NC(=O)CSc2ncnc3ccccc23)c1
→ -1.3 | 3 | -15 | 0.0 | 3 | 0 | 19 | 5 | -1
26: CC(C)c1ccc(NC(=O)N2CCN(S(=O)(=O)c3ccccc3)CC2)cc1
→ 0.3 | 2 | 0 | 0.0 | -2 | 3 | 8 | 3 | -1
27: CCCCCCCNC(=O)CN1C(=O)CSc2ccc(S(=O)(=O)N3CCOCC3)cc21
→ 0.9 | 2 | -4 | -0.3 | -3 | -1 | 19 | 0 | -12
28: COc1ccccc1-c1nc(C#N)c(NCCCn2ccnc2)o1
→ -1.9 | 0 | 6 | 0.0 | -3 | 0 | 5 | -2 | -7
29: CCOC(=O)N1CCC(NC(=O)CSCc2nc(-c3ccc(OC)c(OC)c3)oc2C)CC1
→ 0.8 | -4 | -10 | 0.1 | 2 | 5 | 13 | -1 | -6
30: COc1ccc(-n2nc3c(c2NC(=O)c2ccc(Br)o2)CS(=O)(=O)C3)cc1
→ -0.2 | 5 | 2 | -0.1 | 1 | 0 | -1 | 9 | 12

Structural class: the entries above containing a nitro group on carbon.
Sequence of screens – PP5 inh | CTSL1 counter | EBNA-1 inh | Efflux pump mplx | TPT1 inhibitor | PP1 inh | PREPL inhibitor | HCV core dimer | ZTA DNA inh
1: COc1ccc(-n2cccc2/C=C/[N+](=O)[O-])cc1
→ -1.4 | -4 | 12 | 0.1 | 5 | 3 | 2 | 36 | 24
19: Cn1c(/C=C/c2ccc(Cl)cc2Cl)c([N+](=O)[O-])c(=O)n(C)c1=O
→ -0.5 | 7 | -7 | 0.4 | -6 | -5 | 8 | -3 | -7

Individual results from the results shown.
cpd 20 in ZTA DNA inh has -2
cpd 14 in TPT1 inhibitor has 3

Going on with the list.
Sequence of screens – PP5 inh | CTSL1 counter | EBNA-1 inh | Efflux pump mplx | TPT1 inhibitor | PP1 inh | PREPL inhibitor | HCV core dimer | ZTA DNA inh
31: O=C(Nc1ccc2c(c1)OCCO2)c1ccc(CN2CCOCC2)cc1
→ 0.1 | -4 | -2 | 0.1 | 3 | -3 | 23 | -3 | -9
32: Cc1cc(=O)oc2cc(OCC(=O)NCC3CCC(C(=O)O)CC3)ccc12 (stereo not drawn)
→ 2.9 | 0 | -3 | 0.0 | -2 | 0 | 2 | -1 | -7
33: CCn1c(=O)n(CC(=O)NCc2ccco2)c(=O)c2ccccc21
→ -0.6 | -6 | -8 | 0.1 | 2 | -2 | 8 | 11 | 0
34: COc1cc2c(cc1OC)CN(C(=O)CSc1nc(C)cc(C)c1C#N)CC2
→ 1.8 | -1 | -12 | 0.1 | -2 | -3 | -6 | 2 | -16
35: Cc1ccc(S(=O)(=O)N(C)Cc2nc(-c3ccncc3)no2)cc1
→ -0.5 | -1 | 5 | 0.1 | -4 | -1 | -2 | 4 | -1
36: COc1ccc(OC)c(C(=O)NC(CC(N)=O)c2ccc(NCCOc3ccccc3)c([N+](=O)[O-])c2)c1 (stereo not drawn)
→ 1.4 | 5 | -5 | 0.2 | 3 | -1 | 10 | -3 | 7
37: CC1CCN(S(=O)(=O)c2ccc(C(=O)NC3CCS(=O)(=O)C3)cc2)CC1 (stereo not drawn)
→ 0.6 | 1 | 3 | 0.1 | 0 | 1 | -4 | -1 | 7
38: Cc1ccc(NC(=O)c2oc3ccc(S(=O)(=O)N4CCOCC4)cc3c2C)cc1C
→ 1.3 | 1 | 2 | 0.0 | -2 | -1 | -6 | 6 | -11
39: Cc1c(Cl)ccc2c(C(=O)NCCCn3nccc3C)cc(-c3ccccn3)nc12
→ 4.9 | 0 | 9 | -0.3 | 3 | 2 | -6 | 1 | 5
40: CN1CCN(C(=O)C2=C[C@@H](C3CCCCC3)C[C@@H](OCCCCO)O2)CC1
→ 3.7 | -3 | -12 | / | 0 | -4 | -1 | 1 | -4
41: CC1=C(C)C(OCCBr)N(c2cc(O)c(Cl)cc2F)C1=O (stereo not drawn)
→ 0.7 | -9 | -4 | 0.0 | -2 | -6 | 12 | -3 | -8
42: COC(=O)c1ccc(N2C(=O)CC(N3CCN(c4ccccc4)CC3)C2=O)cc1 (stereo not drawn)
→ -1.9 | 0 | 4 | 0.0 | -3 | -4 | -2 | -1 | 5
43: CCCCn1c(SCC(=O)N(CC)C2CCS(=O)(=O)C2)nc2cc(S(N)(=O)=O)ccc21 (stereo not drawn)
→ -2.1 | 2 | -1 | -0.1 | 2 | -2 | 21 | 2 | 8
44: Cc1cc(Cl)c(OCCCSc2nc(C)cc(=O)[nH]2)c(Br)c1
→ 5.6 | 2 | -7 | -0.1 | 0 | 10 | 10 | -1 | 1
45: COc1ccc(-c2nc(Cn3c(SCc4ccccc4F)nc4ccncc43)c(C)o2)cc1
→ 0.6 | 0 | 0 | -0.1 | 0 | 4 | 2 | 7 | 3
46: COC(=O)c1c(NC(NC(=O)C(C)C)C(Cl)(Cl)Cl)sc2c1CCCC2 (stereo not drawn)
→ 5.5 | 3 | 0 | -0.1 | -2 | 2 | -5 | -3 | 19
47: COc1cc(C(=O)N/C(=C\c2cn(C)c3ccccc23)C(=O)NCCN2CCOCC2)cc(OC)c1OC
→ 2.7 | 1 | -2 | 0.2 | 6 | -3 | 5 | -5 | 3
48: Cc1ccc(N2CC(C(=O)Nc3nnc(SCC(=O)NCC4CCCO4)s3)CC2=O)cc1 (stereo not drawn)
→ -1.3 | 2 | 5 | 0.0 | -5 | 0 | 7 | -10 | -6
49: CNC(=O)CSc1nnc(-c2cccnc2)n1CCc1ccccc1
→ 1.0 | -1 | -8 | 0.1 | -1 | -3 | 3 | 4 | 7
50: NC(=O)COC(=O)c1ccccc1Nc1ccc(SC(F)F)cc1
→ 5.6 | 1 | -4 | 0.0 | -1 | 2 | 4 | -11 | -20
51: O=C(CCC(=O)c1ccc(F)cc1)NCC1(N2CCCCC2)CCCCC1
→ 3.0 | / | / | 0.2 | / | -1 | 23 | / | -23
52: Oc1ccccc1C=NCC(O)c1ccccc1 (stereo not drawn)
→ -1.4 | 4 | 5 | -0.1 | -2 | -4 | 10 | -2 | 2
53: CCCc1ccc(C(=O)CN2C(=O)C(=O)N(C3CCCC3)C2=O)cc1
→ 1.0 | / | / | -0.1 | / | -7 | 0 | / | -5
54: CCOc1cc(N2CCOCC2)c(OCC)cc1NC(=O)CN1C(=O)N(C)C2(CCCCC2)C1=O
→ 3.0 | / | / | 0.1 | / | -2 | 4 | / | 9
55: O=C(Nc1cc(C(F)(F)F)ccc1Cl)c1cc2nc3c(c(C(F)(F)F)n2n1)CCCC3
→ -1.4 | 2 | -1 | 0.0 | 4 | -4 | 0 | 0 | 2
56: c1csc(-c2noc(CN3CCN4CCCC4C3)n2)c1 (stereo not drawn)
→ -1.6 | -9 | -2 | -0.1 | -2 | -3 | -1 | 3 | -4
